# Source: PubChem
# AmpC detergent: qHTS Inhibitors of AmpC Beta-Lactamase (assay with detergent) | AmpC hydrolysis of nitrocefin, absorbance 480 nm, 0.01% Triton | AID 485294, 2010 | P00811 | Potency, µM (series often up to 114 µM), inactives show at the highest dose activity change, negative = inhibition, actives largely listed as inhibitors | 370,000 tested, 0.041% active; active = well fitted inhibition curve with a large enough effect; inconclusive = small, poorly fitted or top-dose-only effect;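 note: potency is the fitted concentration of half-maximal effect; 0% = no-compound wells and -100% = no-enzyme wells; nearly all actives have a fitted effect of over 25% in size; some results filed as inactive show a strong effect at the top dose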
# Target sequence (P00811 whole entry, looked up): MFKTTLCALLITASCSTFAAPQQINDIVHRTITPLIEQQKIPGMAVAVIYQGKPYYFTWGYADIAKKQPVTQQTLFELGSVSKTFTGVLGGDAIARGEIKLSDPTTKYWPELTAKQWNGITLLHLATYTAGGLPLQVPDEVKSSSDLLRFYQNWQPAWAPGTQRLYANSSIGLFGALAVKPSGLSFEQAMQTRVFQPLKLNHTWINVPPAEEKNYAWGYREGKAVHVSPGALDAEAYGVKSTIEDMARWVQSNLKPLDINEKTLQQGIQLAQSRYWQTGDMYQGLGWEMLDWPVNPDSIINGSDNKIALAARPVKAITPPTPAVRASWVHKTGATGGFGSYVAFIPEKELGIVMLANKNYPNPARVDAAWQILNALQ
#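 20 mM phosphate pH 7.0 + 0.01% (detergent screen) or 0.0001% Triton X-100; 5.3 nM AmpC reagent; cpd preinc 15 min RT; nitrocefin (800 uM stock) to start; A480 q20 s × 4 min; Activity was normalised to no-enzyme and no-compound control wells.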
# HCMV inh: qHTS Assay for inhibitors of the human cytomegalovirus (HCMV) | HFF cells, HCMV-luciferase reporter, 72 h; hits give low values | 410,000 tested, 4.5% active | activity change, negative = inhibition, % at 57.5 µM; in the data active = activity change below about -60%; inconclusive = no clear call, values can overlap the other calls; inactive = above about -39%
#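 Human foreskin fibroblasts infected with luciferase-reporter HCMV at MOI 1 PFU/cell, compounds at two doses. Luciferase measured 72 h post infection; normalized to buffer-only basal and Salinomycin (10uM) controls.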
# * marks the source's active call; other numbers are inactive results; ? = inconclusive. Unless noted, % is set by controls: 0 for no effect and ±100 for the full control effect. The list is partial, so the mix of outcomes need not match the whole.
# Order of results: AmpC detergent, HCMV inh
COc1cn(CC(=O)Nc2cccc(C)c2)c(CN2CCCCC2)cc1=O
→ 8%, 62
CCC(=O)N1CCc2cc(Br)cc(S(=O)(=O)CCC(=O)NCc3ccccc3OC)c21
→ -3%, -4
COc1cccc(OCC(=O)NC2CC(=O)N(c3ccc4c(c3)OCCO4)C2)c1 (stereo not given)
→ 0%, -2
COc1ccc(Cl)cc1NC(=O)CCC(=O)N1CCOc2ccccc21
→ 18%, -22
COc1ccc(NC(=O)C2CCN(S(=O)(=O)c3c(C)noc3/C=C/c3cccs3)CC2)cc1
→ 4%, -14
CCOC(=O)CN1C(C(=O)c2ccccc2)=C(OC(=O)c2ccccc2)c2ccccc2S1(=O)=O
→ 2%, 7
Cc1ccc(C)c(NC(=O)CN2C(=O)CCc3cc(S(=O)(=O)N4CCCCC4)ccc32)c1
→ 6%, 10
COc1ccc(OC(=O)c2nc(SCc3ccccc3F)ncc2Cl)cc1
→ 21%, -21
Cc1ccc(CCNC(=O)c2ccc3c(=O)n(-c4ccc(C)cc4)c(=O)[nH]c3c2)cc1
→ 6%, 10
Cc1ccccc1OCC(=O)NCC(c1ccc(Cl)cc1)N1CCCCC1 (stereo not given)
→ 17%, -17
CCc1cccc(C)c1NC(=O)Cn1ncc2c3ccccc3n(Cc3ccccc3)c2c1=O
→ 19%, -4
CC(C)c1ccc(NC(=O)CSC2=Nc3ccccc3C3=NC(CC(=O)NCCc4ccccc4)C(=O)N23)cc1 (stereo not given)
→ 3%, -14
Cc1nc(CC(=O)Nc2ccc(N(C)C)cc2)cs1
→ 18%, -32
O=C(Nc1nnc(N2CCCCCC2)s1)Nc1ccccc1C(F)(F)F
→ 3%, 148
O=C(Nc1cc(Cl)cc(Cl)c1)c1cc(S(=O)(=O)N2CCC3(CC2)OCCO3)ccc1F
→ 9%, -9

# Additional compounds
# Order of results: AmpC detergent, HCMV inh
O=C(c1ccccc1)c1ccc2nc(N3CCN(c4ccccc4)CC3)c3nncn3c2c1
→ -2%, 1
CCS(=O)(=O)N1CCc2cc(C(=O)NCc3ccccc3Cl)ccc21
→ 19%, 16
COc1cc(-c2ccno2)ccc1S(=O)(=O)N1CCN(c2ccccc2)CC1
→ 1%, -5
COc1ccc(-c2nc3sc(CCNS(=O)(=O)c4ccc(F)c(C)c4)c(C)n3n2)cc1
→ 1%, -33
O=C(NCCc1ccccc1)C1COc2ccccc2C1 (stereo not given)
→ 0%, -4
COc1ccc(NC(=O)C(=O)NCCc2csc3nc(-c4ccccc4C)nn23)cc1
→ 2%, -4
Cc1c(C(=O)NCCN(C)C)oc2c1-c1nn(Cc3cccc(Cl)c3)cc1CC2
→ 22%, -68*
COc1cc(OC)c(NC(=O)NCCn2nnc3cc(S(=O)(=O)N(C)C)ccc32)cc1Cl
→ -4%, -11
COc1ccc(Nc2nc3c(S(=O)(=O)c4ccccc4)nnn3c3ccsc23)cc1OC
→ 0%, 10
Cc1cccc(OCC(=O)Nc2ccc(OCc3cc(=O)n4cc(C)ccc4n3)cc2)c1
→ 15%, 11
Cc1nc2ccccc2n1CCc1nc2c3ccccc3nc(SCc3ccc(C#N)cc3)n2n1
→ 12%, 9
COc1ccc(OC)c(NC(=O)COCc2cc(-c3ccc(F)cc3)on2)c1
→ 19%, -16
CC(C)(C)OC(=O)N1CCC(c2c(C(=O)NCc3ccc(F)cc3)cnn2-c2ccc(F)cc2)CC1
→ 1%, 7
CC(C)c1ccc(C2=CC(c3cccc(Cl)c3)n3c(nc4ccccc43)N2)cc1 (stereo not given)
→ 5%, -63*
Cc1ccc(/C=C(\C#N)C(=O)Nc2cc(C)ccc2C)cc1
→ 4%, -16

# In the list so far, these have two or more sulfur atoms.
# Order of results: AmpC detergent, HCMV inh
COc1ccc(NC(=O)C2CCN(S(=O)(=O)c3c(C)noc3/C=C/c3cccs3)CC2)cc1
→ 4%, -14
COc1ccc(-c2nc3sc(CCNS(=O)(=O)c4ccc(F)c(C)c4)c(C)n3n2)cc1
→ 1%, -33
COc1ccc(Nc2nc3c(S(=O)(=O)c4ccccc4)nnn3c3ccsc23)cc1OC
→ 0%, 10

# Continued.
# Order of results: AmpC detergent, HCMV inh
Cc1ccc2occ(-c3cc(-c4ccc(Cl)cc4)nc4c3COc3ccccc3-4)c(=O)c2c1
→ 4%, 10
Cc1ccc(CNC(=O)c2ccc3c(c2)nc2n3CCOC2)cc1
→ 13%, 5
COc1ccc(CCNC(=O)C2=C(C)C(=O)OC23CCCCC3)c(OC)c1
→ -3%, 7
CCOc1ccc(S(=O)(=O)N2CCN(c3c(C)cccc3C)CC2)c2ccccc12
→ 1%, 8
O=C(NCCc1csc(-c2cccnc2)n1)c1cccc(C(F)(F)F)c1
→ -6%, ?
CC1=C(C(N)=O)C(c2ccccc2Br)n2ncnc2N1 (stereo not given)
→ 17%, -2
O=C(NC1CCN(Cc2ccccc2)CC1)c1ccc(Cn2c(=O)c3ccccc3n(Cc3ccccc3)c2=O)cc1
→ 1%, -9
CCCN1C(=O)c2ccccc2CC1(C)C(=O)NC1CCCCC1 (stereo not given)
→ 16%, -8
CCOc1ccc(-c2nn(-c3ccccc3)cc2C2NC(=O)NC(C)=C2C(=O)OC(C)C)cc1C (stereo not given)
→ -8%, -10
Cc1cccc(-c2cc(NC(=O)c3ccccc3C)n(-c3ccccc3)n2)c1
→ -4%, 45
Cc1ccc(CCNC(=O)c2c(C)oc3ncnc(N4CCOCC4)c23)cc1
→ 14%, -28
CN(Cc1ccccc1)S(=O)(=O)c1ccc(F)c(C(=O)Nc2cccc(Cl)c2Cl)c1
→ 6%, 6
Cc1nc(-c2ccc(F)cc2)sc1CCNC(=O)c1ccccc1C(F)(F)F
→ -1%, 9
O=C(c1ccc2c(c1)OCO2)c1cn(Cc2ccc(F)cc2)c2ccccc2c1=O
→ -12%, -10
Cc1cc(C)n2c(Nc3cccc(C(F)(F)F)c3)c(-c3ccsc3)nc2n1
→ 16%, 0

# New compounds follow
# Order of results: AmpC detergent, HCMV inh
Cc1cc(NC(=O)c2ccc(Br)o2)cc(-c2nc3ccccc3o2)c1O
→ 5%, 9
Cc1sc(C2C(C#N)=C(N)N(c3ccc(Cl)cc3)C3=C2C(=O)CCC3)cc1CN1CCOCC1 (stereo not given)
→ 4%, -28
N#Cc1ccc(NC2=NS(=O)(=O)c3ccccc32)cc1
→ 6%, -4
CCOc1ccc(NS(=O)(=O)c2ccc(NC(=O)N3CCCC3)cc2)cc1
→ -8%, 14
Cc1ccc(NC(=O)CN(Cc2ccccc2)S(=O)(=O)c2ccc3nc(C)sc3c2)c(C)c1
→ 13%, -27
CCc1ccc(-n2nc(C)c3c(C)cc(=O)n(CC(=O)Nc4ccc(C(C)=O)cc4)c32)cc1
→ -2%, 30
CCN1CCN(C(c2ccccc2Cl)c2c(O)cc(C)n(CCOC)c2=O)CC1 (stereo not given)
→ 11%, 0
COc1ccc2c(CNCc3ccc(Cl)cc3)c(C(=O)O)n(Cc3ccccc3C)c2c1
→ 21%, ?
O=S(=O)(c1ccc2nc(N3CCN(c4cccc(Cl)c4)CC3)ccc2c1)N1CCCCC1
→ -6%, 7
COc1cc(C(=O)Nc2ccc3nc(SCc4ccc(C)cc4)sc3c2)cc(OC)c1OC
→ 21%, -18
O=C1C(c2ccc(F)cc2)N(CCc2ccc(Cl)cc2)C(=O)CN1C1CCCCCC1 (stereo not given)
→ 9%, -82*
Cc1ccccc1C(=O)OCc1cc(=O)n2nc(C(C)C)sc2n1
→ 15%, -1
CCc1cccc(NC(=O)Cn2c(=O)n(-c3ccccc3C)c(=O)c3c2c2cc(C)ccc2n3C)c1
→ -1%, -11
CCOC(=O)c1ccc2c(c1)N(Cc1cccc([N+](=O)[O-])c1)C(=O)c1ccccc1S2
→ 5%, 8
CSc1cccc(N2C(=O)N(Cc3ccc([N+](=O)[O-])cc3)c3ccccc3S2(=O)=O)c1
→ 3%, -33

# More records follow.
# Order of results: AmpC detergent, HCMV inh
CN(C(=O)CSc1nc(C2CCCC2)nc2c1c(=O)n(C)c(=O)n2C)c1ccccc1
→ -2%, -36
CCOC(=O)c1c(S(=O)(=O)N2CCC(C(=O)Nc3ccccc3OC)CC2)c(C)n(CC)c1C
→ 8%, 24
CC(C)CCNC(=O)CSc1nc2ccsc2c(=O)n1Cc1ccccc1Cl
→ 10%, ?
CCCOc1ccc(C2CC(=O)Nc3c2c(C)nn3-c2nncc(-c3cccc(OC)c3)n2)cc1OC (stereo not given)
→ 15%, 9
CC(=O)N1CCc2c(sc3c2c(=O)n(CCc2ccccc2)c(=O)n3Cc2ccccc2C)C1
→ 1%, -40
Cn1nc(-c2ccccc2F)c2cc(C(=O)N3CCN(c4ccc(F)cc4)CC3)sc21
→ 1%, -32
Cc1ccc(-c2cc(C(=O)N3CCN(S(=O)(=O)c4ccc(Br)s4)CC3)[nH]n2)cc1C
→ 2%, ?
Cc1ccc(NC(=O)CN2C(=O)CCc3cc(S(=O)(=O)N4CCOCC4)ccc32)c(C)c1
→ 4%, 18
COc1ccc(CCCc2nnc(SCC(=O)Nc3ccc(F)cc3)o2)cc1C
→ 3%, 3
COc1ccc(/C=C/c2nc(C#N)c(N3CCCCCC3)o2)cc1OC
→ -6%, 38
COc1ccc(S(=O)(=O)N(CCc2ccccc2)CC(=O)NCc2ccccc2)cc1
→ 12%, 0
CC(C)(C)c1ccc(C(=O)Nc2ccc3c(c2)CCCN3C(=O)c2cccs2)cc1
→ 1%, -80*
O=C(CSc1nc(=O)[nH]c2c1CCC2)NCc1ccccc1
→ -1%, 32
Cc1ccc(C)n1-c1c(C(=O)NCCC(C)C)sc2ncccc12
→ -8%, 18
COc1ccccc1CNC(=O)c1c2c(nc3ccccc13)C(=O)N(C1CCCCC1)C2
→ 14%, 30

# (further entries)
# Order of results: AmpC detergent, HCMV inh
CCOC(=O)COc1ccc(F)cc1C(=O)c1ccn2nc(-c3ccc(Cl)cc3)cc2n1
→ -3%, 4
CCn1c(C(=O)N2CCC(C(=O)N3CCN(c4ccc(OC)cc4)CC3)CC2)cc2sccc21
→ ?, -25
O=C(CN1CCSc2ccccc21)N1CCN(c2ccccc2)CC1
→ -6%, -2
COc1ccc(-c2c(C)nn3c(N4CCN(c5ccccc5)CC4)cc(C)nc23)cc1OC
→ ?, ?
CC(C)Cn1cc(NC(=O)N2CCN(c3cccc(C(F)(F)F)c3)CC2)c2ccccc2c1=O
→ 13%, -7
CCOc1ccc(C2CC(=O)Nc3nc(SCc4ccccc4C)[nH]c(=O)c32)cc1OC (stereo not given)
→ 1%, -102*
CCOc1ccc(CNC(=O)C2CCN(S(=O)(=O)c3c(C)noc3/C=C/c3ccc(C)cc3)CC2)cc1OC
→ 11%, 7
CCOC(=O)c1cccc(NC(=O)c2ncoc2-c2ccco2)c1
→ -12%, 72
CC1CCN(c2nc3ccc(C(=O)NCc4ccc(Cl)cc4)cc3s2)CC1
→ 18%, 40
COc1ccc(NC(=O)Cn2c(=O)n(-c3ccccc3)c(=O)c3ccc(C(=O)NCc4ccc5c(c4)OCO5)cc32)cc1
→ 5%, ?
Cc1ccc(NC(=O)C2CCN(c3nc4ccccc4nc3C(F)(F)F)CC2)cc1F
→ 5%, -3
CCc1nc2ccccc2n1CCCCOc1ccc(Cl)cc1
→ -7%, -19
COc1ccc2oc(-c3ccc(C)c(NC(=O)Cc4ccc(Cl)cc4)c3)nc2c1
→ -1%, 44
CCOc1ccc(C(=O)Nc2ccc(S(=O)(=O)Nc3nc(C)cc(C)n3)cc2)cc1OC
→ 14%, 6
COc1ccc(N2CCN(C(=O)c3cnc(SC)nc3C)CC2)cc1
→ 17%, -16

# As a short view, 3 of the compounds above.
# Order of results: AmpC detergent, HCMV inh
Cc1cccc(OCC(=O)Nc2ccc(OCc3cc(=O)n4cc(C)ccc4n3)cc2)c1
→ 15%, 11
Cc1nc2ccccc2n1CCc1nc2c3ccccc3nc(SCc3ccc(C#N)cc3)n2n1
→ 12%, 9
COc1ccc(OC)c(NC(=O)COCc2cc(-c3ccc(F)cc3)on2)c1
→ 19%, -16

# Carrying on.
# Order of results: AmpC detergent, HCMV inh
CSc1cccc(NC(=O)Cn2ncn3c(cc4ccccc43)c2=O)c1
→ 4%, 33
CN(C)c1ccc(NC(=O)CN2CCN(CC(=O)Nc3ccc(Br)cc3)CC2)cc1
→ 1%, 15
COc1ccc(CNC(=O)CCc2c(C)nn(-c3ccc(N4CCCCC4)nn3)c2C)cc1
→ 0%, -20
CCC(CC)C(=O)Nc1cccc(-c2nc3cccnc3s2)c1C
→ 3%, 2
COc1cccc(Cn2cc(S(=O)(=O)c3ccc(C)cc3)c(=O)c3cc4c(cc32)OCO4)c1
→ -3%, 16
CC(C)c1ccc(NC(=O)c2cc(S(=O)(=O)NCCC3=CCCCC3)ccc2F)cc1
→ 8%, ?
CC(=O)Nc1cccc(NC(=O)c2cc3c(=O)n4cccc(C)c4nc3n2C)c1
→ -6%, ?
CC(C)(C)c1ccc(C(=O)N2CCC(c3nc4ccccc4o3)CC2)cc1
→ 2%, -11
Cc1ccc(S(=O)(=O)N2CCCc3cc(NC(=O)c4ccc(C(C)(C)C)cc4)ccc32)cc1
→ 5%, 23
COc1cc(OC)cc(N2C(=O)N(Cc3ccc(C(C)(C)C)cc3)c3ccccc3S2(=O)=O)c1
→ 8%, ?
COCCCNc1nc2c(-c3ccccc3)nnn2c2ccccc12
→ 5%, ?
CCOc1ccc(CNC(=O)c2ccc(NC(=O)N3CCSc4ncccc43)cc2)cc1
→ 13%, 0
CCc1cccc(NC(=O)Cn2nc(CC)n3c(cc4cc(C)ccc43)c2=O)c1
→ 18%, 18
